FBPA Giardia inh: blocks Giardia fructose-bisphosphate aldolase activity | Potency, µM (top dose mostly 59.6 µM), inactives show at the top dose activity, negative = inhibition, most hits filed as inhibitors | actives 0.71% (n = 290,000) | AID 2451 | purified Giardia FBPA; further: potency means the concentration at half of the fitted maximal effect; on the % scale 0 is the no-effect control and ±100 the full control effect; nearly all actives have a fitted effect of over 55% in size
Target sequence (A8B2U2 whole entry, looked up): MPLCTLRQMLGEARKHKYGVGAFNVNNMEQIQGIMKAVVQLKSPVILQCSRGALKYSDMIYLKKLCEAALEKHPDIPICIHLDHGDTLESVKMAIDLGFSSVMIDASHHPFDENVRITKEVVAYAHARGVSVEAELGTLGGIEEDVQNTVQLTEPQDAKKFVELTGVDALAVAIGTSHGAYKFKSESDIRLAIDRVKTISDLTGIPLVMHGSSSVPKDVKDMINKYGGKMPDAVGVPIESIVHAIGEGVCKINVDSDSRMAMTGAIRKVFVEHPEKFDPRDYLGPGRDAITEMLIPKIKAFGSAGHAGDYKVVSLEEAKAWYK
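Giardia FBPA (40 nM reagent) was preincubated 10 min at RT with compound (up to 57.5 uM final), then substrate plus GAPDH/TPI/NAD/arsenate coupling system with diaphorase/resazurin was added; resorufin fluorescence (525/598 nm) was read after 20 min.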
CHX counter: counter-screen hit for Shiga toxin inhibitors, cycloheximide; cell reporter, cycloheximide protein synthesis inhibition counterscreen; max response, %; actives 12% (n = 300,000); AID 2314; in the data active means max response mostly above about 13%, no sharp cut-off; inactive means mostly below about 14%; further: read at 38.3 µM for the half of the compounds with a filed dose; 0% is about no effect
Shiga inhibitor: Shiga toxin inhibition. Vero cells, Shiga toxin protein synthesis inhibition reporter. inhibition, % at 38.7 µM. actives 9.2% (n = 290,000). AID 2315; in the data active means inhibition mostly above about 28%, no sharp cut-off; inactive means mostly below about 43%; further: 0% is about no effect
Pf growth 96h: inhibits malaria parasite growth, 96 h. P. falciparum luciferase reporter growth, 96 h. Potency, µM (titrated, usually from 28.7 µM), without a hit: at the top dose activity change, negative = inhibition, hits mostly inhibitors. actives 6.9% (n = 320,000). AID 504834; further: potency means the concentration at half of the fitted maximal effect; on the % scale 0 is the no-effect control and ±100 the full control effect
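Erythrocytes infected with luciferase-expressing P. falciparum were dispensed at 2% hematocrit and 0.05% parasitemia (final), then incubated with compounds 96 hours at 37 C in 5% CO2. Luminescence after detection reagent addition reported growth.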
Sm TGR block: blocks Schistosoma mansoni thioredoxin glutathione reductase. Q962Y6. purified TGR, DTNB reduction, TNB absorbance 405 nm. Potency, µM (titrated, usually from 114 µM), for the others: at the highest dose activity change, negative = inhibition, actives largely listed as inhibitors. actives 3% (n = 360,000). AID 485364; further: potency means the concentration at half of the fitted maximal effect; on the % scale 0 is the no-effect control and ±100 the full control effect; nearly all actives have a fitted effect of over 60% in size
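First, TGR (20 nM dispensed) and NADPH were mixed with compound. Second, a 15 min room-temperature incubation followed. Third, further NADPH and then DTNB were added to start the reaction. Finally, TNB absorbance was monitored kinetically.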
Pf growth 48h: inhibits P. falciparum growth in the first generation, 48 h. P. falciparum luciferase growth in erythrocytes, 48 h. Potency, µM (doses to about 28.7 µM), inactives show top-dose activity change, negative = inhibition, most hits filed as inhibitors. actives 5.9% (n = 310,000); further: potency means the concentration at half of the fitted maximal effect; on the % scale 0 is the no-effect control and ±100 the full control effect
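First compound was added to culture medium, then infected red cells at 0.1% parasitemia and 2% hematocrit (final). After incubation at 37 C under 5% CO2, luciferase detection reagent was dispensed and light output recorded.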
* hit, by the source's call; ? = inconclusive; . = not tested or not shown; & = joins results of further samples; [ ] = another dose, or the depositor's remark. Unless noted, the call rests on the fitted dose curve; in most records, active means well fitted curve in the direction sought with a large enough effect; inconclusive means small, poorly fitted or top-dose-only effect, or another doubt; inactive means no such curve, though single readings can be large; an effect the other way counts as inactive or inconclusive.

SMILES	FBPA Giardia inh	CHX counter	Shiga inhibitor	Pf growth 96h	Sm TGR block	Pf growth 48h
Cc1cc(SCc2ccccc2C)nc(=O)[nH]1	.	11.2	-3.7	?	-6.0%	15.5%
NNC(=O)c1ccc(COc2ccc3ccccc3c2)cc1	-1.6%	34.8*	45.4*	?	-1.5%	?
COc1ccccc1OCCCn1cc(C(=O)C2CC2)c2ccccc21	-8.5%	1.0	7.1	?	-1.9%	11.7µM*
Cc1c(C#N)c2ncn(CCCN(C)C)c(=O)c2n1-c1ccccc1	-2.1%	-1.7	22.9	43.8%[activator]	11.3%	-1.2%
Cc1onc(-c2c(F)cccc2Cl)c1C(=O)Nc1cccc2nsnc12	1.2%	-3.8	-3.6	?	-13.2%	?
CCn1cc([N+](=O)[O-])c(C(=O)Nc2c(C)nn(Cc3c(F)c(F)c(F)c(F)c3F)c2C)n1	5.3%	-1.2	15.0	13.1%	2.7%	.
O=C(NCCO)c1nsnc1NCCCl	10.0%	8.8	-11.7	24.4%	.	31.3%[activator]
Cc1onc(-c2ccccc2)c1C(=O)NC1CC1	.	.	.	5.7%	-4.0%	46.2%[activator]
CC(C)(C)C(=O)NCCc1nc2ccccc2n1CC(=O)c1ccccc1	-6.3%	-2.3	-9.2	-9.6%	2.8%	21.9%
Cc1ccc(CCNC(=O)CNS(=O)(=O)c2ccc3nc(C)sc3c2)cc1	.	-9.4	-4.7	?	-12.5%	-6.0%
CCN1CCN(C(=O)CSc2nc3c(c(=O)n(C)c(=O)n3C)n2C)CC1	.	-9.1	-14.6	7.5%	5.9%	39.8%[activator]
C=CCNC(=S)NNC(=O)C(CC(C)C)CC(C)O (stereo not drawn)	-28.8%	6.3	-8.0	16.5%	-2.0%	0.7%
CNc1ccccc1C(C)(C)c1cc(-c2ccco2)n[nH]1	?	-0.3	-11.9	-2.9%	?	?
CCCCOc1ccc(C(=O)NCCCC(=O)N2CCCCC2)cc1	1.0%	-2.1	13.3	-5.5%	32.1%	?
O=C(CSc1nnc(COc2ccc(Cl)cc2)o1)NC1CCCCC1	.	.	.	16.5%	6.0%	6.3%
COc1ccc(S(=O)(=O)Nc2nnc(C(C)C)s2)cc1	1.2%	-1.4	-9.5	0.4%	-8.5%	-6.4%
O=C(/C(=N/N=C/c1ccc(O)c(O)c1O)c1ccccc1)c1ccccc1	?	6.3	12.4	?	0.3%	10.4µM*
CCN(CC)C(=O)c1cncc(C(=O)N(CC)CC)c1-c1ccccc1	16.9%	-0.9	-3.1	-2.0%	12.0%	19.5%
CCCOC(=O)/C(=C\C=C\c1ccccc1)NC(=O)c1ccccc1	-2.3%	16.2*	15.4	19.4%	5.4%	-16.3%
O=C1CCCc2ccccc2N1Cc1ccccc1	-0.1%	-0.6	-13.9	?	-4.5%	-15.0%

The closing three entries of the part above are carried over, then new ones follow.
SMILES	FBPA Giardia inh	CHX counter	Shiga inhibitor	Pf growth 96h	Sm TGR block	Pf growth 48h
CCN(CC)C(=O)c1cncc(C(=O)N(CC)CC)c1-c1ccccc1	16.9%	-0.9	-3.1	-2.0%	12.0%	19.5%
CCCOC(=O)/C(=C\C=C\c1ccccc1)NC(=O)c1ccccc1	-2.3%	16.2*	15.4	19.4%	5.4%	-16.3%
O=C1CCCc2ccccc2N1Cc1ccccc1	-0.1%	-0.6	-13.9	?	-4.5%	-15.0%
CCn1cc(/C=N\NC(=O)c2ccc(Cl)cc2)cn1	0.9%	-4.0	14.8	0.4%	4.8%	5.2%
O=C(NC1CCCc2ccccc21)C1CCN(S(=O)(=O)c2ccccc2F)CC1 (stereo not drawn)	5.4%	-4.3	-8.3	?	-7.9%	?
O=C(CSc1ccc(Cl)cc1)N1CCC(c2nc3ccccc3s2)CC1	0.2%	0.6	-2.0	37.8%[activator]	-10.0%	27.8%
COc1ccc(NC(=O)CCc2ccccc2)cc1S(=O)(=O)N1CCOCC1	.	.	.	-46.5%	-18.0%	?
NC(=O)C1CCN(C(=S)NC2CC3C=CC2C3)CC1 (stereo not drawn)	2.0%	-0.6	23.8	62.6%[activator]	-4.8%	26.9%
C=CCn1c(CCCOc2ccc(Cl)cc2Cl)nnc1SCC(=O)Nc1nccs1	1.0%	-4.1	-5.1	.	-17.1%	?
CCCn1nnc(NC(=O)c2cccc(OCC)c2)n1	2.6%	44.7*	129.9*	.	2.4%	137.6%[activator]
Fc1cccc(CNc2ncnc3ccc(-c4cccnc4)cc23)c1	.	.	.	14.7µM*	-3.2%	?
COc1cc(C=C2C(=O)OC(c3ccccc3)OC2=O)cc(Br)c1O (stereo not drawn)	-7.2%	5.4	33.1	?	-32.7%	16.6%
CCCN1CCN(C(=S)Nc2ccc(SC(F)F)cc2)CC1	6.5%	12.5	15.6	19.5%	5.5%	-16.8%
CSCCC(NC(N)=O)C(=O)N(C)CC(=O)Nc1ccc(C)cc1 (stereo not drawn)	0.9%	-2.2	29.5	8.1%	0.0%	21.7%
Cc1c2cnn(CC(=O)NCCN3CCOCC3)c(=O)c2c(C)n1Cc1ccc(F)cc1	-1.9%	-2.2	2.1	39.5%[activator]	-34.9%	-5.7%
Cc1ccc(-n2nc3c(c2NC(=O)CC(C)C)CS(=O)(=O)C3)cc1	-8.3%	13.6	12.3	0.0%	?	-0.1%
COc1ccc(C/C(=N\OC(C)=O)c2ccc(OC)cc2)cc1	1.4%	18.3*	22.7	-27.0%	-28.9%	13.9%
CCN(CC(=O)NCc1ccc(F)cc1)C(=O)COc1ccc(C)c(C)c1	0.1%	-3.6	24.4	10.4%	5.8%	3.3%
CC[C@@H](C(N)=O)N1CCCC1=O	-6.5%	-4.9	-5.4	.	2.7%	.
COc1ccc(N2CCN(c3n[nH]c(N)n3)CC2)cc1	4.3%	6.3	-3.4	39.7%[activator]	.	49.3%
CCOc1ccc(C(=O)NCC(=O)Nc2cc(C)ccn2)cc1OCC	.	.	.	93.4%[activator]	2.5%	65.0%[activator]
CCOc1ccc(CNc2nc3ccccc3n2CCN2CCOCC2)cc1	-27.9%	-0.7	-6.2	?	0.0%	-27.4%
CCOc1ccc(N2C(=O)CC(SC(=NC)Nc3cccc(F)c3)C2=O)cc1 (stereo not drawn)	0.4%	-3.3	-13.4	46.3%[activator]	6.2%[11.4 µM]	.
COc1ccc(CCNC(=O)COC(=O)c2sc(C)nc2C)cc1	.	.	.	-8.3%	-22.8%	-13.3%
Cc1ccc(/C(N)=N/OC(=O)c2ccc(C)cc2Cl)cc1	-9.4%	80.5*	25.7*	1.7%	-4.9%	-57.6%
O=C(O)c1ccc(NS(=O)(=O)c2ccc(N3C(=O)CCC3=O)cc2)cc1	8.4%	13.8	14.6	0.0%	-2.2%	17.3%
COc1ccc(C2C(C(C)=O)=C(O)C(=O)N2c2ccc(Br)cc2)cc1 (stereo not drawn)	-12.1%	15.8	11.3	13.8%	-7.7%	-7.1%
O=C(NCC1CCCO1)c1cc2c([nH]c3ccccc32)c(-c2cccc(Cl)c2)n1 (stereo not drawn)	-5.2%	-0.1	12.1	5.86µM*	-23.4%	?
NCCCC[C@H](NC(=O)[C@H](CS)NC(=O)[C@@H](N)Cc1cnc[nH]1)C(=O)N[C@@H](Cc1ccccc1)C(=O)N[C@@H](Cc1c[nH]c2ccccc12)C(=O)N[C@@H](Cc1c[nH]c2ccccc12)C(=O)O	5.3%	-1.5	-4.9	.	.	.
COCCOC(=O)c1c(C)oc2ccc(OC(=O)c3cccs3)cc12	0.7%	15.8	50.8	107.7%[activator]	0.0%	25.7%
CCN1CC2C3CCC(C)(O3)C2C1 (stereo not drawn)	?	-4.0	-16.0	3.2%	-4.8%	?
CN(C)CCCOC(=O)C1c2ccccc2Oc2ccccc21	-0.5%	-3.6	-9.2	0.6%	-0.4%	-6.9%
N#CCCn1nc(-c2ccc([N+](=O)[O-])cc2)cc1Nc1ccccc1NC(=O)C(F)(F)F	-5.0%	6.9	3.3	10.4µM*	4.2%	10.4µM*
CN(CC(=O)Nc1cccc(F)c1)C(=O)c1ccc(OCC2CCCO2)cc1 (stereo not drawn)	3.0%	-1.5	2.3	0.7%	-21.3%	9.7%
O=C(CN(c1cccc(Cl)c1)S(=O)(=O)c1ccccc1)NN=C1CCCC1	-8.8%	5.8	-19.6	-104.4%	1.9%	?
CCC(=O)N(Cc1cc(=O)[nH]c2ccccc12)C1CCCCC1	3.5%	-1.8	-12.0	?	0.0%	2.0%
COc1cc2c(cc1NC(=O)CSCC(=O)O)oc1ccccc12	8.5%	-0.9	30.8	-21.2%	-8.1%	5.9%
Cc1cc(C)c2cc(C(=O)N3CCC(Cc4ccccc4)CC3)[nH]c2c1	-2.8%	-1.3	6.3	-5.1%	18.5%	-6.9%
CC(C)(C)C(=O)N1CCN(c2nc3ccc(Cl)cc3s2)CC1	13.0%	18.5*	80.5*	66.5%[activator]	5.8%	-5.0%[0.00184 µM]
Cn1c(=O)c(C(=O)NNC(=O)c2ccccc2Cl)c(O)c2ccccc21	-2.5%	10.0	4.7	11.4%	12.6%	1.1%
CCCC1(C(=O)OC)NC(c2ccco2)C2C(=O)N(C)C(=O)C21 (stereo not drawn)	2.2%	-6.5	-19.1	-18.6%	-0.6%[57.1 µM]	11.4%
COc1cc(OC)cc(OCC(O)Cn2ccnc2C)c1 (stereo not drawn)	-3.8%	-3.3	-4.9	.	6.0%	-4.7%
CCN(C(=O)c1cccc(S(=O)(=O)N2CCc3ccccc32)c1)C1CCS(=O)(=O)C1 (stereo not drawn)	.	.	.	?	-17.2%	-28.3%
CC1CCc2sc(C(=O)N3CCC(C(N)=O)CC3)cc2C1 (stereo not drawn)	.	.	.	362.9%[activator]	-10.3%	276.9%[activator]
CC1Cc2ccccc2N1S(=O)(=O)c1cccc(C(=O)c2nccn2C)c1 (stereo not drawn)	5.5%	7.8	3.5	0.9%	29.0%	-10.5%
O=C(NN=C1CCCC1)c1cc(-c2ccc(F)cc2)nc2ccccc12	-1.9%	8.0	28.5	?	6.9%	9.3%
O=C(Nc1ccc(N2CCOCC2)cc1)c1cccc(S(=O)(=O)N2CCCCCC2)c1	-0.7%	3.9	28.7	-5.6%	0.3%	-8.5%
CCCCOC(=O)/C(=C\c1ccc([N+](=O)[O-])o1)NC(=O)c1ccccc1	0.1%	8.3	27.5	21.1%	-8.7%	?
COc1ccc(CNC(=O)c2noc(C(C)C)c2[N+](=O)[O-])cc1	9.1%	-1.3	-9.8	1.85µM*	-12.8%	-9.0%
COc1cccc(/C=C/C(=O)NCc2cn3cc(Cl)ccc3n2)c1OC	-5.6%	5.8	14.0	-9.2%	0.6%	10.5%
CCOC(=O)[C@H]1[C@H]2COc3ccc(Br)cc3[C@@H]2N2C(=O)CN(Cc3ccc(C)cc3)C(=O)[C@@]12C	.	.	.	?	-5.3%	14.7µM*
Cc1nn(Cc2ccccc2)c(Cl)c1/C=N/NC(=O)CNc1cccc(C(F)(F)F)c1	0.5%	-1.2	-7.3	11.7µM*	-2.2%	?
CC1Cc2ccccc2N1C(=O)CN1CCC(n2nnc3cc(C(F)(F)F)ccc32)CC1 (stereo not drawn)	0.5%	6.3	9.3	?	2.7%	.
O=c1ccc2cc3ccoc3cc2o1	11.7%&5.0%	1.1	-3.9	36.8%[activator]	4.0%	48.9%[activator]
CC(C)NCCCOc1ccc(C(C)(C)c2ccccc2)cc1	?	12.7	-6.4	?	-3.8%	.

Some entries already given, reduced to CHX counter and Sm TGR block:
| Molecule | CHX counter | Sm TGR block |
| --- | --- | --- |
| CCCCOC(=O)/C(=C\c1ccc([N+](=O)[O-])o1)NC(=O)c1ccccc1 | 8.3 | -8.7% |
| COc1ccc(CNC(=O)c2noc(C(C)C)c2[N+](=O)[O-])cc1 | -1.3 | -12.8% |

Screens as filed in PubChem BioAssay.
